aDG glyco act: activators of alpha-DG glycosylation, primary screen, uHTS, Pro5-aDG cells, AlphaScreen | alpha-DG glycosylation AlphaScreen (IIH6); 0% Pro5, 100% B10-LARGE cell signal | activation, % at 10 µM | 360,000 compounds, 0.22% hits;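 active = activation of at least 8% versus controls, or a plate z-score of at least 8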;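 note: Pro5 are CHO cells carrying HIG-tagged alpha-DG that lacks glycosylation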
NR2E3 ag-1: inhibitors of NR2E3-RetCOR corepressor binding, primary screen, NR2E3 agonist project, biochemical, TR-FRET, GST-NR2E3, biotin-RetCOR. AID 2300, 2010. inhibition of corepressor binding, % at 4.78 µM. 1536-well. Photoreceptor-specific nuclear receptor (Homo sapiens), Q9Y5X4. 320,000 compounds, 0.12% hits;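 active = percent inhibition above the cutoff of mean plus 3 SD of all tested compounds, set per screening campaign, cut at about 20% in these data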;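 note: 0% = DMSO wells and 100% = biotin wells as full block of FRET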
Target sequence (Q9Y5X4 whole entry, looked up): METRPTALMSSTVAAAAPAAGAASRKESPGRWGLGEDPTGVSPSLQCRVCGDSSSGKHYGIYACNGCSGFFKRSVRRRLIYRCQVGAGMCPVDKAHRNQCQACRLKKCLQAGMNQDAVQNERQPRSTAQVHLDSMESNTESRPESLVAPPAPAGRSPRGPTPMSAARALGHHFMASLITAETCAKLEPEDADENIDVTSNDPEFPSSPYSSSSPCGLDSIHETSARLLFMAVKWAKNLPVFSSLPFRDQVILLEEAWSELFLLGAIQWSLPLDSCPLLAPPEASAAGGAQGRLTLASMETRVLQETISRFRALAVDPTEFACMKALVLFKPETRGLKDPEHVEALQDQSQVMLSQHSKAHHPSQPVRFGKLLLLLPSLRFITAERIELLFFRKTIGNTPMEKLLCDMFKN
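Test system: GST-NR2E3 and biotin-RetCOR proteins | Quantity: 1.35 nM GST-tagged NR2E3 final | Medium: Tris pH 7.5 | Also added: 7 nM biotin-RetCOR | Dosing: Compound at 4.8 µM, single dose | Timing: 5 h at 4 °C | Detection: Time-resolved FRET | Read-out basis: Percent inhibition | Benchmarks: Biotin wells as high control, 0.6% DMSO wells as low control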
Granule exo inh: LAMP-1 surface exposure blockers, TALL-104 cells – cell-based, flow cytometry, MLPCN library, primary screen | TALL-104 LAMP-1 surface exposure; cells stimulated with thapsigargin and PMA | inhibition, % at 10 µM | 360,000 compounds, 0.66% hits | AID 651702, 2012;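 active = inhibition above about 55%, limit read from the data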
PDI turbidity: inhibitors of human PDI, primary screen, biochemical, turbidity, single point, plate reader | Protein disulfide-isomerase (Homo sapiens), P07237 | PDI insulin aggregation turbidity, A650, 90 min | inhibition, % at 10 µM | 350,000 compounds, 0.052% hits | AID 588391, 2011;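 active = mean inhibition across replicates of 30% or more, whatever share of single replicates reach that level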;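 note: absorbance from insulin aggregation driven by PDI reduction with DTT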
Target sequence (P07237 whole entry, looked up): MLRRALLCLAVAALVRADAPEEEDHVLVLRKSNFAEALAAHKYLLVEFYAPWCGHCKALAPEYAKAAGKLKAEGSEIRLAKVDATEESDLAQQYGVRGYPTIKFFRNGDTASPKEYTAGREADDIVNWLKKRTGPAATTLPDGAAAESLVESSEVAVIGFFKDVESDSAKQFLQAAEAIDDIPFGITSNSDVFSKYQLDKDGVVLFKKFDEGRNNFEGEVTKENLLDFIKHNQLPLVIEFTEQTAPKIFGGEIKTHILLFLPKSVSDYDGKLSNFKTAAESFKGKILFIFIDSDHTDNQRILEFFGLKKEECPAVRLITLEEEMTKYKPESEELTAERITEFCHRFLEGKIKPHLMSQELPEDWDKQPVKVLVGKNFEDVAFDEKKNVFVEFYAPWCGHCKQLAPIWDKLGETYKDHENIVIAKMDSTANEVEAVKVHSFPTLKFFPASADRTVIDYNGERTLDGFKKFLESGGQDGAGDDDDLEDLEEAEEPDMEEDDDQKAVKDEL
CaV13 FRET inh: Disruptors of the CACNA1D IQ motif to Ca2+-dependent inactivation inhibitor domain association, primary screening, Förster resonance energy transfer in intact living …. AID 743397. HEK cells, CFP/YFP FRET ICDI-IQ, plate reader, 10 min; percent FRET-ratio fall versus neutral wells. inhibition, % at 12.3 µM. 340,000 compounds, 0.098% hits;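 active = mean replicate inhibition of at least 30% and at least 1% of replicates passing that level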;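 note: 0% = median of the neutral control wells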
MITF TRPM1 inh: inhibitors of MITF-dependent TRPM1 promoter reporter, primary screen, cell-based, SK-MEL-5, single point, luciferase. SK-MEL-5 TRPM1 promoter luciferase, 24 h. inhibition, % at 12.5 µM. 330,000 compounds, 0.83% hits. AID 488899, 2010;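 active = mean inhibition across replicates of 60% or more, whatever share of single replicates reaches that level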; note: values of inactives mirror those of a sister screen read the other way
HIF-2a inh: HIF-2a reporter inhibitors, primary screen, luminescence, 786-0 RCC cells. inhibition, % at 18.8 µM. 360,000 compounds, 0.72% hits. 786-0 RCC cells HIF-2a reporter, luciferase luminescence, overnight. AID 624352, 2012;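 active = inhibition of the luminescence signal of 40% or more relative to plate controls, in a single-dose primary screen at 18.75 µM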
NR2E3 ag-2: NR2E3 agonists in two-hybrid cells, primary screen, cell-based, luminescence, CHO-S, Gal4-NCOR/VP16-NR2E3 | Photoreceptor-specific nuclear receptor (Homo sapiens), Q9Y5X4 | luciferase | inhibition of corepressor binding, % at 3.98 µM | 360,000 compounds, 0.35% hits | AID 602229, 2012;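 active = inhibition above the mean of all tested compounds plus 3 SD, cut at about 70% in these data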;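 note: 0% = DMSO with NR2E3 transfected cells and 100% = cells lacking NR2E3 construct; higher means lower luciferase signal from less NR2E3 corepressor binding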
Vif imaging: HIV Vif self-association inhibitors, primary screen, imaging, HEK293T, single point; HEK293T cells, Vif self-association by quenched fluorescence, 24 h; AID 602346, 2012; 340,000 compounds, 0.35% hits; inhibition, % at 7.49 µM; in the data active = inhibition above about 50%, passing the limit was not always enough; note: some results filed as inactive read as strong as hits
Peg3 prom inh: Peg3 promoter-driven luciferase inhibitors, primary screen, cell-based, HeLa, luciferase luminescence | HeLa PEG-Prom luciferase reporter, overnight | inhibition, % at 20 µM | 360,000 compounds, 1.7% hits;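 active = inhibition of at least 50% at 20 µM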
iPSC survival up: enhancers of single-cell hiPSC survival, primary screen, ATPlite luminescence. survival enhancement, % at 20 µM. 100% = ROCK inhibitor wells, 0% = DMSO. AID 602274, 2012. 360,000 compounds, 0.044% hits; in the data active = survival enhancement above about 18%;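 note: cells exposed to compounds for 16 hours before the ATP read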
* = called active by the depositor; . = no result given.

SMILES	aDG glyco act	NR2E3 ag-1	Granule exo inh	PDI turbidity	CaV13 FRET inh	MITF TRPM1 inh	HIF-2a inh	NR2E3 ag-2	Vif imaging	Peg3 prom inh	iPSC survival up
CCOc1ccc(NC(=O)COC(=O)c2ccc3c(c2)OCCO3)cc1	-0.1	1.4	-3.9	5.0	-2.0	12.8	-15.0	20.7	-4.6	-9.4	-0.5
CC(OC(=O)C1CCC1)C(=O)Nc1cc(Cl)cc(Cl)c1 (configuration not stated)	0.2	4.2	-4.3	1.6	-7.6	-11.6	7.2	-8.4	-6.0	-7.5	-0.6
Cn1ncc(C#N)c1/N=C/N(Cc1ccccc1)Cc1ccccc1	0.6	-1.1	14.2	-5.5	.	-3.4	13.4	6.6	19.9	27.5	-0.8
N#CCCn1cc(/C=C(\C#N)c2nc3ccccc3s2)c(-c2ccc(F)cc2)n1	-0.4	-1.5	-1.9	0.4	-6.4	-10.1	-19.2	-32.3	5.6	-50.6	0.2
CC(C)(C)c1ccc(OCCCC(=O)NNC(=O)c2ccccc2O)cc1	0.5	-1.3	3.4	2.0	-5.0	-2.1	-26.5	-63.6	1.5	-1.3	-0.4
O=C(Nc1ccc(Cl)c([N+](=O)[O-])c1)c1ccncc1	-0.1	0.8	-0.4	1.0	-7.2	-7.5	-4.1	1.1	4.2	4.0	-0.8
O=S1(=O)CCOC[C@H](CC2CCCCC2)N1Cc1ccc(Cl)cc1	0.0	-2.0	-10.1	-2.3	17.8	3.6	13.0	6.6	9.0	-2.7	-0.8
COc1ccc(CCC(=O)N2CCCC(Nc3ccc(C)c(C)c3)C2)cc1OC (configuration not stated)	-0.2	3.3	1.0	-2.1	-2.8	13.3	-27.3	-4.3	7.3	-48.2	0.2
COC[C@H]1CCCN1[C@@H]1CS(=O)(=O)N[C@H]1COCc1ccccc1	0.0	.	1.5	.	-10.7	.	2.6	7.7	.	9.1	0.3
Cc1c(C(=O)O)oc2c1ccc1ccccc12	0.1	-1.0	0.6	5.1	-4.0	4.7	3.4	-13.1	27.4	4.2	1.7
COc1cccc2cc(C(=O)C3=C(O)C(=O)N(CCN4CCOCC4)C3c3ccc(C)o3)oc12 (configuration not stated)	0.0	5.3	-3.5	-6.5	-7.7	1.1	-4.9	-19.8	-4.2	-31.1	-0.5
COc1ccnc(Oc2ccc(F)cc2)c1-c1ncn[nH]1	0.0	0.0	0.6	-0.4	7.9	4.0	7.2	-5.6	-5.6	8.2	2.2
O=C(Nc1ccccc1)N1C(=O)C2(OCCO2)c2ccccc21	0.1	-0.1	2.2	-5.7	.	-15.7	-6.4	6.5	.	3.2	-1.2
CCOc1cc(N2CCOCC2)c(OCC)cc1NC(=O)c1ccc(OCc2c(C)noc2C)c(OC)c1	-0.3	5.2	4.3	-14.3	-3.0	-5.6	7.3	-38.4	-7.2	50.5*	-0.4
O=C1C2CC=CCC2C(=O)N1c1ccc(NCCc2cccc(F)c2)c([N+](=O)[O-])c1 (configuration not stated)	-0.1	0.4	0.7	2.5	-4.8	0.4	-0.7	0.7	-7.4	10.9	0.6
O=C(Nc1nnc(C2CC2)s1)c1cccc(S(=O)(=O)N2CCc3ccccc32)c1	0.2	-2.2	-1.2	-3.6	.	-3.2	-26.0	5.4	.	1.0	2.8
c1ccc2c(-c3cc(C4CCNCC4)[nH]n3)cccc2c1	13.9*	-4.5	1.4	2.7	-2.9	-17.3	16.3	17.6	2.8	15.5	-0.2
C=CCSc1ccsc1C(=O)O	-0.1	-1.4	3.6	3.7	-3.4	-1.7	10.7	3.9	6.5	-2.4	-2.3
CCOC(=O)c1ccc(NC(=O)CCOc2ccccc2)cc1	1.8	0.1	2.7	-3.1	.	-6.4	-11.6	-42.6	0.3	-38.9	-3.3
COc1cc(NC(=O)c2ccc(Br)cc2)ccc1NC(=O)c1cc2ccccc2o1	0.1	-1.8	3.0	2.2	-18.1	9.1	4.6	-22.5	11.6	6.4	0.4
CN1CCN(C(=O)c2ccc(CNS(=O)(=O)c3ccc(F)c(Cl)c3)cc2)CC1	-0.4	.	-1.0	-15.4	-3.3	-7.9	3.1	-9.7	-8.5	-3.3	-0.3
O=C(NC1CCCC1)C1CCC(CNS(=O)(=O)c2cccs2)CC1 (configuration not stated)	-0.1	-3.5	0.3	-20.3	-0.5	-14.0	-1.7	7.9	1.7	5.6	-0.9
CCn1c(CNc2ccc(Cl)cc2)nnc1SCC(=O)OC1CCCCC1	0.1	0.3	4.1	-11.4	-1.0	13.7	20.7	12.9	-5.4	1.9	2.1
Cc1cc(NC(=O)CCC2CCCCC2)no1	0.9	-2.6	1.9	-2.6	-8.5	-38.7	-114.3	22.9	7.7	-94.9	3.9
COc1ccccc1N1CC(C(=O)Nc2nnc(SCc3cccnc3)s2)CC1=O (configuration not stated)	0.0	5.3	-4.0	5.9	-5.1	2.2	8.5	-3.1	-3.3	5.7	-0.2
Cc1cccc(C(=O)NC(=S)NNC(=O)c2ccccc2Cl)c1	0.1	0.5	8.3	-1.7	-5.3	1.4	7.2	-23.9	0.5	-3.4	0.5
CCc1nnc(NS(=O)(=O)c2ccc(NC(=S)NC(=O)c3ccc(Br)cc3)cc2)s1	-0.2	2.0	1.7	4.2	-3.7	12.4	13.2	-5.9	5.2	-1.1	1.6
Brc1ccc(CSc2nnc(-c3ccccn3)n2Cc2ccco2)cc1	0.0	-2.0	5.9	3.9	-4.5	28.5	8.7	-35.8	6.5	41.7	1.3
Cc1cccc(NC(=O)Cc2coc3ccc4ccccc4c23)n1	-0.1	1.6	2.3	-3.8	.	8.7	-24.1	-6.5	-10.4	13.8	-1.0
O=C(c1ccc(S(=O)(=O)Nc2ccccc2F)cc1)N1CCN(c2ccccc2O)CC1	0.4	-2.1	-8.7	7.0	-3.9	1.3	-0.2	-12.3	.	-9.8	0.0
CC(=O)Nc1nonc1NC(=O)COc1ccccc1	-0.3	-1.5	2.0	-0.3	-2.7	2.2	20.6	9.5	-0.1	-1.9	-0.2
CC(=O)C1=C(C)NC(=O)NC1c1ccccc1 (configuration not stated)	-0.2	1.4	-2.0	5.8	-4.0	2.1	18.0	-14.8	-4.1	3.3	-1.0
NNc1nc(-c2ccccc2)cs1	1.0	0.5	0.7	3.0	-1.8	3.9	-75.2	-23.0	-11.2	-78.4	-1.2
Cc1ccc(C(=O)N2CCN(c3ncccn3)CC2)cc1S(=O)(=O)N1CCCCC1	0.3	2.2	-1.0	7.9	-6.6	-4.1	7.8	5.9	3.1	-0.2	-1.9
O=C(Nc1ccc(S(=O)(=O)Nc2nccs2)cc1)c1cc(=O)[nH]c2ccccc12	-0.1	6.9	-8.1	-0.7	-6.7	9.3	9.2	-3.0	-1.3	4.8	0.4
COC(=O)N1CCC2CC1c1c(Cl)cccc12 (configuration not stated)	0.1	.	-0.9	.	-6.5	.	13.3	-1.6	-11.9	-1.8	2.5
CCCCCCC(=O)Nc1nc(C)c(-c2csc(Nc3ccc(Cl)cc3)n2)s1	0.6	-3.6	0.1	0.7	.	17.5	-3.1	-29.1	4.5	28.0	-2.3
Cc1ccc(N2CCN(C(=O)c3cc(-c4ccc(F)cc4)[nH]c3C)CC2C)cc1 (configuration not stated)	0.1	.	16.9	-5.6	-2.8	16.5	-6.0	-11.6	-0.1	19.7	1.0
O=C1CSCC(=O)N1c1ncc(C(F)(F)F)cc1Cl	0.1	0.8	15.3	-7.1	-2.8	1.2	16.2	-24.9	-7.9	4.0	0.5
CCOC(=O)Cn1c(=O)oc2cc(S(=O)(=O)Nc3c(C)cc(C)cc3C)ccc21	-0.1	9.3	-2.8	6.8	-6.2	.	16.1	-36.2	11.3	10.4	2.0
O=C(Cc1ccccc1)Nc1ccccc1C(=O)Nc1ccc(C(=O)O)cc1	-0.1	1.2	-0.3	1.8	-5.8	0.0	4.2	-1.5	-19.9	6.0	0.4
N/C(=N\OC(=O)Cc1ccccc1)c1cccc(Br)c1	0.0	-1.9	-2.5	-2.9	-7.9	-16.8	-147.7	-12.6	3.7	-52.4	0.1
COc1ccc(N(Cc2cc3ccc(C)cc3[nH]c2=O)C(=O)c2ccco2)cc1	0.4	0.1	-2.8	-2.3	-6.0	10.9	16.5	6.2	1.5	8.9	1.5
CCCc1nnc(NC(=O)c2cc3ccccc3o2)s1	0.0	-0.9	2.6	3.7	-3.8	-56.3	-183.3	-56.6	-6.5	-333.2	-0.2

Reprinted from above (8 entries):
SMILES	aDG glyco act	NR2E3 ag-1	Granule exo inh	PDI turbidity	CaV13 FRET inh	MITF TRPM1 inh	HIF-2a inh	NR2E3 ag-2	Vif imaging	Peg3 prom inh	iPSC survival up
O=C(Nc1ccc(S(=O)(=O)Nc2nccs2)cc1)c1cc(=O)[nH]c2ccccc12	-0.1	6.9	-8.1	-0.7	-6.7	9.3	9.2	-3.0	-1.3	4.8	0.4
COC(=O)N1CCC2CC1c1c(Cl)cccc12 (configuration not stated)	0.1	.	-0.9	.	-6.5	.	13.3	-1.6	-11.9	-1.8	2.5
CCCCCCC(=O)Nc1nc(C)c(-c2csc(Nc3ccc(Cl)cc3)n2)s1	0.6	-3.6	0.1	0.7	.	17.5	-3.1	-29.1	4.5	28.0	-2.3
Cc1ccc(N2CCN(C(=O)c3cc(-c4ccc(F)cc4)[nH]c3C)CC2C)cc1 (configuration not stated)	0.1	.	16.9	-5.6	-2.8	16.5	-6.0	-11.6	-0.1	19.7	1.0
O=C1CSCC(=O)N1c1ncc(C(F)(F)F)cc1Cl	0.1	0.8	15.3	-7.1	-2.8	1.2	16.2	-24.9	-7.9	4.0	0.5
CCOC(=O)Cn1c(=O)oc2cc(S(=O)(=O)Nc3c(C)cc(C)cc3C)ccc21	-0.1	9.3	-2.8	6.8	-6.2	.	16.1	-36.2	11.3	10.4	2.0
O=C(Cc1ccccc1)Nc1ccccc1C(=O)Nc1ccc(C(=O)O)cc1	-0.1	1.2	-0.3	1.8	-5.8	0.0	4.2	-1.5	-19.9	6.0	0.4
N/C(=N\OC(=O)Cc1ccccc1)c1cccc(Br)c1	0.0	-1.9	-2.5	-2.9	-7.9	-16.8	-147.7	-12.6	3.7	-52.4	0.1

Source: PubChem BioAssay
